Screens from PubChem.
Lipid storage S3: qHTS Assay for Lipid Storage Modulators in Drosophila S3 Cells. Drosophila S3 cells, BODIPY lipid droplet fluorescence, 18-24 h; cells fed with added oleic acid. Potency in µM for hits, for the others lipid storage change, negative = inhibition, % at the top dose, mostly 46.1 µM. actives 0.64% (n = 320,000). AID 2685; active = well fitted inhibition curve with a large enough effect in the signal ratio, with a control signal flat, not every such curve was filed as active; inconclusive = small, poorly fitted or top-dose-only effect, or effect the other way, or a change in a side signal; the % refers to the signal ratio
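Laser-scanning cytometry quantifies lipid droplet accumulation (500–530 nm total intensity; droplet/cell object ratio) in oleic acid-fed (400 uM added) Drosophila S3 cells treated with a concentration series. 20 uM Triacsin C defined 100% inhibition.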
Lipid storage S3 cell count max: recorded beside Lipid storage S3, whose call it bears; cell number change, %; measured here: cell count max response;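 cells counted by Cell Tracker Red CMTPX staining in the red channel; peak over a dose series mostly up to 46.1 µM; percent activity relative to internal control wells on each plate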
* marks the source's active call; other numbers are inactive results; i = inactive; ? = inconclusive; . = not tested or not shown; [ ] = another dose, or the depositor's remark. % is set by controls: 0 for no effect and ±100 for the full control effect; potency is the fitted concentration of half-maximal effect.

Lipid storage S3 cell count max,Lipid storage S3,Compound
-7,4%,CCOC(=O)C(Oc1ccc(=O)n(-c2ccccc2)n1)C(C)=O (centres undefined)
-6,-6%,CCOc1ccc(NC(=O)CN2C(=O)S/C(=C/c3cccn3C)C2=O)cc1
.,?,Cc1cc(CNC(=O)c2cccc([N+](=O)[O-])c2C)c2ccccc2n1
.,?,CC1CCCCC1NC(=O)COc1ncnc2sccc12 (centres undefined)
21,-5%,Cc1c(NC(=O)C2Cc3ccccc3CN2C(=O)c2ccco2)c(=O)n(-c2ccccc2)n1C (centres undefined)
.,?,Cn1c(O)c(C2=c3ccccc3=NC2=O)sc1=Nc1ccc(Cl)cc1
.,?,CCN(CC)c1ccc(CN(C(=O)c2cccs2)C2CCS(=O)(=O)C2)cc1 (centres undefined)
.,?,Cc1ccc(OCc2cn3cccnc3n2)cc1
.,?,CCC1S/C(=N\S(=O)(=O)c2cccs2)N(C2CCCCC2)C1=O (centres undefined)
-15,i,Cc1ccc(CN(C(=O)COc2ccc([N+](=O)[O-])cc2)C2CCS(=O)(=O)C2)o1 (centres undefined)
.,?,O=C(Nc1ncc2c(n1)-c1ccccc1OC2)c1ccc(F)cc1
.,?,CC(C)N1CCc2c(sc(NC(=O)c3ccco3)c2C(N)=O)C1

One compound at a time (already shown):
CCC1S/C(=N\S(=O)(=O)c2cccs2)N(C2CCCCC2)C1=O (centres undefined) reads Lipid storage S3 cell count max: .; Lipid storage S3: ?
CC(C)N1CCc2c(sc(NC(=O)c3ccco3)c2C(N)=O)C1 reads Lipid storage S3 cell count max: .; Lipid storage S3: ?
Cc1ccc(CN(C(=O)COc2ccc([N+](=O)[O-])cc2)C2CCS(=O)(=O)C2)o1 (centres undefined) reads Lipid storage S3 cell count max: -15; Lipid storage S3: i

(listing goes on)
Lipid storage S3 cell count max,Lipid storage S3,Compound
.,?,COC(=O)c1cc(S(=O)(=O)Nc2nn(C)c3ccccc23)oc1C
.,?,O=c1[nH]c(/C=C/c2ccccc2Cl)c([N+](=O)[O-])c(=O)[nH]1
.,?,C=CCOc1ccccc1CN1CCCN(C)CC1
-5,0%,CC(C)OCC1CC(CC(=O)NC(=S)Nc2cccc([N+](=O)[O-])c2)C(=O)O1 (centres undefined)
5,2%,COc1ccc(N2CC(C(=O)N/N=C/c3cccs3)CC2=O)cc1 (centres undefined)
.,?,CN(C)S(=O)(=O)N1CCN(C(=O)c2cccc(Br)c2)CC1
-20,i,O=C(Nc1ccc(S(=O)(=O)N2CCCC2)cc1)C1CC(=O)N(CCc2ccc(F)cc2)C1 (centres undefined)
.,?,CCCn1c(N)c(N(CCOC)C(=O)c2ccc(N(C)S(=O)(=O)c3ccc(C)cc3)cc2)c(=O)[nH]c1=O
8.4*,0.41µM*,O=C(CSc1ccc2nnc(-c3cccnc3)n2n1)Nc1ccccc1
.,?,CC(C)NC(=O)CSc1nc(N)c(NC(=O)c2ccccc2F)c(=O)[nH]1
13,i,COc1ccc(N2C(=O)C3CCCN3C2=S)cc1 (centres undefined)
.,-6%,CCn1cc(CN2CCC(Oc3ccc(C(=O)N4CCCCC4)cc3)CC2)cn1
-6,0%,O=C(CS(=O)(=O)Cc1ccccc1)NCc1ccco1
.,?,CCOc1ccc(S(=O)(=O)N2CCC(C(=O)NCCc3ccccc3)CC2)cc1
5,-1%,COc1cccc(C(=O)CC(=O)C(=O)Nc2cc(Cl)c(OC)cc2OC)c1
.,?,Cc1cc(=O)oc2cc(OCc3cc4c(cc3Cl)OCO4)ccc12
.,?,CS(=O)(=O)c1ccc2nc(NC(=O)CCS(=O)(=O)c3ccccc3)sc2c1
.,?,Nc1nccnc1C(=O)OCC(=O)N1CCN(S(=O)(=O)c2ccc(Cl)cc2)CC1
.,?,Cc1ccc2c(CC(=O)N(C)c3c(N)n(Cc4ccccc4)c(=O)[nH]c3=O)coc2c1
26,19%,Cc1nc2ccc(NC(=S)N3CCCC3)cc2nc1C
3,3%,C/C=C\C=C\C(=O)Nc1cccc(C2=NOC3(C2)C[C@@H](C(N)=O)N(C(=O)C(c2ccccc2)c2ccccc2)C3)c1 (some centres undefined)
4,i,Cc1ccc(-n2cc[nH]c2=S)cc1C
.,?,COc1cccc(Cn2cc(C(=O)NCCN(C)C)nn2)c1
.,?,CC(C)C[C@H](NC(=O)CCn1nnc2ccccc2c1=O)C(=O)O
-3,0%[9.22 µM],CN1CCN(NC(=O)CN2C(=O)S/C(=C\c3c(Cl)cccc3Cl)C2=O)CC1
10,-2%,CCN(CC)C(=O)c1[nH]cnc1C(=O)N[C@@H](CC(C)C)C(=O)OC(C)(C)C
-12,i,NS(=O)(=O)c1cccnc1Nc1cccc(Cl)c1
2,4%,O=C(COC(=O)CNC(=O)c1cccc([N+](=O)[O-])c1)Nc1ccccc1OC(F)F
18,i,CCN(C(=O)CN1CCN(c2ccccc2O)CC1)c1c(N)n(Cc2ccccc2)c(=O)[nH]c1=O
.,?,CCO[C@H]1OC(C(=O)NC2CC2)=C[C@@H](c2ccccc2)[C@@H]1CCCO
.,?,COc1cc(/C=C/C(=O)OCC(=O)N2CCC(Cc3ccccc3)CC2)ccc1O
.,?,O=C(NC(NC(=S)Nc1ccc(Cl)cc1)C(Cl)(Cl)Cl)c1ccco1 (centres undefined)
16,i,Cc1sccc1C1C(C#N)=C(N)SC(N)=C1C#N
.,?,CC(=O)COC(=O)c1ccc2noc(-c3ccccc3)c2c1
.,6%,CCCn1nc(C(=O)N2CCCc3ccccc32)c2ccccc2c1=O
19,i,O=C(Nc1cccc2ccccc12)N(CCO)C1CCS(=O)(=O)C1 (centres undefined)
.,?,COc1ccccc1C1C(C(N)=O)=C(C)Nc2ncnn21 (centres undefined)
.,i,COc1ccc(-c2cc(C(F)(F)F)nc(SCCC(=O)N3CCN4CCCC4C3)n2)cc1 (centres undefined)
.,?,CCOC(=O)c1nnn(-c2nc(OC)nc(N3CCCCC3)n2)c1-c1ccccc1
.,?,CCOc1ccc(NC(=S)NCCCN2CCN(C3CCCCC3)CC2)cc1
9,8%,COc1ccc(-n2c(=O)c3c4c(sc3n(CC(=O)NCC3CCCO3)c2=O)CCCC4)c(OC)c1 (centres undefined)
.,?,Cc1cc([N+](=O)[O-])cc2c1-c1ncccc1C2=Nc1ccccc1
.,i,COc1ccc(CCNC(=O)c2cnn3ccccc23)c(OC)c1OC
13,11%,COc1ccc2nc(/N=C/c3c(C)[nH]n(-c4ccc(C)cc4)c3=O)sc2c1
-13,22%,CC(C)(C)c1ccc(C(=O)NCC(=O)N/N=C/c2cccs2)cc1
20,0%,Cc1ccc(NC(=S)N2CCN(Cc3ccccc3)CC2)cc1
-1,-1%,O=C(CSCc1ccc(Cl)cc1)N1CCOCC1
.,?,O=C(COC(=O)C1CCC1)Nc1ccccc1Sc1ccccc1
.,?,OC1(CNCc2cn[nH]c2-c2cc3ccccc3o2)CCCCC1
7,-8%,O=C1CNC(=O)/C(=C/c2cccs2)N1
.,?,COc1cc(/C=N/NC(=O)c2cccc([N+](=O)[O-])c2)ccc1O
-12,-15%,O=C(O)C1CCCN1c1ncccn1 (centres undefined)
.,7%,CC(Nc1ccc(F)cc1)=[N+](C)CCNS(=O)(=O)c1ccc(Cl)cc1
6,6%,NS(=O)(=O)c1ccc(NS(=O)(=O)/C=C/c2ccccc2)cc1
-6,-3%,COc1cccc(CC2(CO)CCCN(Cc3sc(N4CCCC4)nc3Cl)C2)c1 (centres undefined)
23,i,Cc1cc(C)nc(SCc2nnc(SCC(=O)Nc3ccc(Cl)c(C(F)(F)F)c3)o2)n1
.,i,CC(=O)c1cccc(NC(=O)CN(C2CCCCC2)S(C)(=O)=O)c1
-13,10%,O=C(Oc1ccc(Br)cc1)c1cccnc1
.,?,Cc1ccc(Sc2ncccc2C(=O)O)cc1
19,i,Cc1cc(OC(=O)c2cccc(Br)c2)c([N+](=O)[O-])c(=O)[nH]1

Going on with the list:
Lipid storage S3 cell count max,Lipid storage S3,Compound
.,?,CC(C)c1nnc(NC(=O)CSc2ccccc2)s1
.,?,O=C(Nc1ccc(Cl)cc1)N(CCCN1CCOCC1)Cc1cccs1
-18,-19%,S=C(Nc1ccc(Cl)cc1)NC1CCCCC1
.,?,CC(C)(C)N(Cc1ccccc1)C(=O)COC(=O)Cn1cnc2ccccc2c1=O
-10,6%,COc1cc(N(C(=O)Cc2cccs2)C(C(=O)NC2CCCCC2)c2cccc(OC)c2OC)ccc1-n1cnnn1 (centres undefined)
.,?,O=C1[C@@H]2Cc3c([nH]c4ccccc34)[C@@H](c3ccccc3)N2C(=O)[C@@H]2Cc3c([nH]c4ccccc34)[C@@H](c3ccccc3)N12
.,?,CC(Oc1ccc(F)cc1)C(=O)Nc1cc(S(=O)(=O)N2CCOCC2)ccc1N1CCCC1 (centres undefined)
.,?,Cc1ccc(-n2c(SCC(=O)N3CCC(C(=O)O)CC3)nc3ccccc3c2=O)cc1C
.,?,C/C(=N\Nc1ccc(Cl)cc1)c1ccncc1
.,?,CCOC(=O)Cc1csc(SCC(=O)Nc2cc(Cl)ccc2Oc2ccccc2)n1
.,?,C=CCn1cc(C(=O)N2CCN(CC)CC2)c(=O)c2cc(S(=O)(=O)N(CC)CC)ccc21
.,?,Cc1ccc(CN2CCN(Cc3cc(=O)c4ccccc4[nH]3)CC2CCO)o1 (centres undefined)
.,15%,CCCC(C(=O)NC1=NCCS1)c1ccccc1 (centres undefined)
.,?,COCCCn1c(CCC(=O)O)ccc1-c1ccc(F)cc1
.,?,CCOc1ccccc1N=Nc1c(C)[nH]n(-c2ccccc2)c1=O
.,?,Cc1cc(C(=O)CCC(=O)N(C)CC(=O)Nc2ccc(OC(F)(F)F)cc2)c(C)s1
.,?,S=C(NCc1ccccc1)NCc1ccccn1
-10,13%,O=C(Cc1ccc(F)cc1)N1CCN=C1SCc1ccc([N+](=O)[O-])cc1
-11,0%,CCOC(=O)Cc1nnc(Nc2ccc(C)cc2)c2ccccc12
.,?,Nc1nonc1-n1nnc(C(=O)N/N=C/c2cc(Br)ccc2O)c1CSC1=NCCS1
3,i,COC(=O)c1nc(NC(=O)c2ccccc2Cl)n[nH]1
0,-6%,COc1cccc(/C=N/NC(=O)CNC(=O)COc2cccc(C)c2)c1O
12,-3%,COc1ccc2c(c1)OC1(C)CC2C(C(=O)c2ccccc2OC)C(=O)N1 (centres undefined)
-5,-12%,CSc1oc(-c2ccco2)nc1S(=O)(=O)c1ccc(F)cc1

Reformatted: two of the compounds above
> CCOC(=O)Cc1nnc(Nc2ccc(C)cc2)c2ccccc12
  Lipid storage S3 cell count max: -11; Lipid storage S3: 0%
> COCCCn1c(CCC(=O)O)ccc1-c1ccc(F)cc1
  Lipid storage S3 cell count max: .; Lipid storage S3: ?

(list continues)
Lipid storage S3 cell count max,Lipid storage S3,Compound
.,?,COc1ccc(S(=O)Cc2ccc(C(=O)NCc3cccc(OC)c3)o2)cc1 (centres undefined)
.,?,Cc1nc2[nH]c(=S)n(C)c(=O)c2nc1C
.,?,CC1(C)CC(NC(=O)COc2ccc([N+](=O)[O-])cc2)CC(C)(C)N1
0,-1%,COCCCNC(c1ccccc1)c1ccncc1 (centres undefined)
.,?,Cc1cc(Oc2nc3ccccn3c(=O)c2/C=C(\C#N)C(=O)NC2CCS(=O)(=O)C2)ccc1Cl (centres undefined)
3,4%,CC(C)CNC(=O)CCc1nc(-c2ccccc2)no1
.,?,CCc1cc2cccc(C)c2nc1SCC(=O)NC1CCCC1
3,1%,CCOC(=O)c1ncn2c1C(=O)OC2(C)C
.,?,Cc1nc2c(-c3ccc(F)cc3)c(C)nn2c(C)c1CCC(=O)N1CCOCC1
5,5%,CSc1ccccc1NC(=O)CSCc1ccc(Br)cc1
.,?,Cc1cccc(NC(=O)c2cccc(S(=O)(=O)N3CCc4ccccc4C3)c2)n1
-20,-15%,CC(Oc1ccc2c(-c3ccccc3)cc(=O)oc2c1)C(=O)NC(Cc1c[nH]c2ccc(O)cc12)C(=O)O (centres undefined)

Of the compounds above, two have a cyano group.
Lipid storage S3 cell count max,Lipid storage S3,Compound
16,i,Cc1sccc1C1C(C#N)=C(N)SC(N)=C1C#N
.,?,Cc1cc(Oc2nc3ccccn3c(=O)c2/C=C(\C#N)C(=O)NC2CCS(=O)(=O)C2)ccc1Cl (centres undefined)

Following part.
Lipid storage S3 cell count max,Lipid storage S3,Compound
.,?,NC(=O)C(c1ccc(F)cc1)c1ccc(C(=O)c2ccccc2)cc1 (centres undefined)
-7,-4%,N/C(=N\OC(=O)/C=C/c1ccccc1)c1cccnc1
21,5%,CC(C)(C)c1nc(N)nc(=O)[nH]1
.,?,COc1ccc(NC(=O)COc2ccc(C)c(C)c2)cc1S(=O)(=O)N1CCCCC1
.,?,CCCCOc1ccc(/C=N/NC(=O)c2csc(C)c2C)cc1
.,i,Cc1ccc(-n2c(CNC(=O)c3cccs3)nnc2SCC(=O)NO)cc1

Not all compounds are listed; rates above refer to the full screens.
